N370S GC = qHTS Assay for Inhibitors and Activators of N370S glucocerebrosidase as a Potential Chaperone Treatment of Gaucher Disease | 330,000 tested, 0.092% active | Potency, µM (top dose mostly 59.4 µM), for inactives: at the highest dose activity change, negative = inhibition, hits mostly inhibitors | N370S GC spleen homogenate, 4MU-glucoside fluorescence | Lysosomal acid glucosylceramidase (Homo sapiens), P04062;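 note: 0% = full enzyme activity and -100% = no enzyme basal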
FEN1 inhibitor = qHTS Assay for the Inhibitors of Human Flap endonuclease 1 (FEN1) | Recombinant FEN1 flap cleavage, fluorescence, 15 min | Potency, µM (series often up to 114 µM), for the others: at the top dose activity change, negative = inhibition, usual class: inhibitors | 390,000 tested, 0.35% active; note: nearly all actives have a fitted effect of over 65% in size
Target sequence (P39748 whole entry, looked up): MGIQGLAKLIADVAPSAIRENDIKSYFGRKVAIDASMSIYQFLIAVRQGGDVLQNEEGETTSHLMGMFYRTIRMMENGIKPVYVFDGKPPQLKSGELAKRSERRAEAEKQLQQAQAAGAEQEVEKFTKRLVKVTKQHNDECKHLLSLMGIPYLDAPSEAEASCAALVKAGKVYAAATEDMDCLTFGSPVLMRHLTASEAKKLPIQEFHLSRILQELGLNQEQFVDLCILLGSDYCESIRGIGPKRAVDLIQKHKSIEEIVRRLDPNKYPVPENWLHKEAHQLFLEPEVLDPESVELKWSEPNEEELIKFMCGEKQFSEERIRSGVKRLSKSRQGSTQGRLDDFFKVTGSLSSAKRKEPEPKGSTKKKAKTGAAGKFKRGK
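Enzyme 10 nM, 15 min RT preincubation with compound; start with substrate 50 nM final; reads at 0 and 15 min; qHTS titration, four-parameter Hill fit.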
KAT2A inh = qHTS Assay for Inhibitors of GCN5L2. GCN5L2 HAT assay, ThioGlo1 CoA-SH fluorescence. Potency, µM (series often up to 58.9 µM), for inactives: at the highest dose activity change, negative = inhibition, most hits filed as inhibitors. 390,000 tested, 0.21% active
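ThioGlo1-coupled HAT assay: 20nM GCN5L2, 70uM acetyl-CoA, 75uM H3(1-25) peptide, pH 7.5. Fluorescence read at 340/540nm at start and after 20 min at room temperature.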
* marks the source's active call; other numbers are inactive results; ? = inconclusive; . = no result given; [ ] = remark or other dose. Calls come from the whole dose curve; as a rule, active = well fitted curve in the direction sought with a large enough effect; inconclusive = small, poorly fitted or top-dose-only effect, or another doubt; inactive = no such curve, though single readings can be large; an effect the other way counts as inactive or inconclusive. Unless noted, % is set by controls: 0 for no effect and ±100 for the full control effect; potency is the fitted concentration of half-maximal effect.

SMILES	N370S GC	FEN1 inhibitor	KAT2A inh
O=C(CCc1nc2ccccc2s1)OCc1ccccc1	23%	-19%	-4%
Cc1ccc(C)c(N(C)C(=O)C2CCN(S(=O)(=O)c3cccc4nsnc34)CC2)c1	.	-2%	-1%
COCCN(CC(=O)NCc1ccc(OC)cc1)C(=O)CCC(=O)Nc1nccs1	-9%	-1%	-4%
Cc1cccc(NC(=O)Cn2c(=O)n(CCC(=O)NC3CCCC3)c(=O)c3ccccc32)c1	-3%	-10%	-5%
C[C@H](CO)N1C[C@H](C)[C@@H](CN(C)C(=O)Nc2ccccc2)Oc2c(NC(=O)Nc3ccc4c(c3)OCO4)cccc2C1=O	.	-1%	0%
COc1ccc(C(=O)NCC(=O)OCc2c(Cl)cccc2Cl)cc1OC	-1%	8%	-5%
CC(=O)NS(=O)(=O)c1ccc(NC(=O)c2cc(-c3cccs3)nc3ccccc23)cc1	-10%	4%	-1%
COc1ccc(/C(O)=C2/C(=O)C(=O)N(CCN(C)C)C2c2ccccn2)cc1OC (stereo not given)	25%	5%	-6%
CCOC(=O)c1c(NC(=O)c2nn(CC)cc2Br)sc2c1CCCCC2	26%	-19%	-16%
CCOc1ccc(CNC(=O)CCCc2cn(C)c3ccccc23)cc1	1%	-3%	-7%
CSc1ccc(/C=C/C(=O)OCC(=O)NCC2CCCO2)cc1 (stereo not given)	.	-6%	-8%
CCCCn1c(C2CC(=O)N(c3ccc(OCC)cc3)C2)nc2ccccc21 (stereo not given)	.	1%	0%
CCOc1ccc(C(CCc2ccccc2)NC(=O)c2ccc(OC)c(OC)c2)cc1OCC (stereo not given)	.	-19%	-14%
CS/C(N)=N/N=C/c1cc(Br)cc(Br)c1O	1%	-19%	-6%
C=CCOc1ccc(C2C(C(=O)c3ccco3)=C(O)C(=O)N2c2nnc(C)s2)cc1 (stereo not given)	-2%	-7%	-6%
O=C(Nc1ccc(Cl)cc1)C1CCN(S(=O)(=O)c2ccc(Br)s2)CC1	.	15%	-1%
O=C(Cc1ccc(F)cc1)OCN1C(=O)c2ccccc2C1=O	-19%	-3%	-4%
COc1ccc(S(=O)(=O)N2CCOCC2)cc1NC(=O)c1ccc(OCC(C)C)c(OC)c1	.	-9%	-4%
Cc1ccc(NC(=O)CN(C)C(=O)COC(=O)CNS(=O)(=O)c2ccc(Br)cc2Cl)cc1	-18%	-6%	-3%
CCOC(=O)c1cccc(NC(=O)c2ccc3nc(C(C)C)oc3c2)c1	.	2%	-10%
CCN1CCN(C(c2ccccc2F)c2c(O)cc(C)n(CCOC)c2=O)CC1 (stereo not given)	.	-20%	-8%
CCN(CC(=O)Nc1ccc(N2CCOCC2)cc1)CC(=O)NC(C)(C)C	0%	-14%	0%
COc1ccccc1OCCC(=O)OCC(=O)c1c(N)n(C)c(=O)n(C)c1=O	1%	-1%	-7%
O=C(NC1(C(F)(F)F)NC(=O)N(Cc2ccco2)C1=O)c1cccnc1 (stereo not given)	3%	4%	-4%
COc1ccc(C(=O)NCc2nnc(SCC(=O)Nc3ccc(F)cc3)n2-c2ccccc2)cc1	.	11%	1%

Following part
SMILES	N370S GC	FEN1 inhibitor	KAT2A inh
O=C(CN1CCCCC1)Nc1cccc([N+](=O)[O-])c1	5%	-1%	26%
CC[N+](C)(CC)CCC/C(=N/O)C(O)(c1ccccc1)c1ccccc1	-4%	0%	-13%
O=C(COc1ncnc2scc(-c3ccc(F)cc3)c12)NCc1ccco1	2%	-3%	-5%
CCN(CC)Cc1cc2ccccc2c2c1COC2	-2%	14%	-3%
COC(=O)/C(=C/Nc1ccc(O)cc1)[N+](=O)[O-]	-17%	-23%	-7%
COc1ccc(C(NCC(=O)NC(C)c2ccc(Cl)cc2)c2ccccc2)cc1 (stereo not given)	-29%	-22%	?
COc1cccc(NC(=O)N2CCCC(C(=O)NCc3ccc(F)cc3)C2)c1 (stereo not given)	3%	-16%	-8%
Cc1nnc(SCCn2c(N3CCCC(C)C3)nc3c2c(=O)n(C)c(=O)n3C)s1 (stereo not given)	-9%	2%	-10%
C/C(Cc1ccccc1)=N\NC(=O)CNC(=O)c1ccccc1	-4%	-6%	-13%
CC(=O)Nc1ccc(S(=O)(=O)NNC(=O)COc2ccc(C)cc2)cc1	10%	-6%	0%
Cc1nn(-c2ccccc2)c(C)c1NC(=O)COC(=O)Cc1ccccc1F	1%	-6%	1%
O=C(O)c1nnn(-c2cc(C(F)(F)F)cc(C(F)(F)F)c2)c1-c1ccccc1	26%	0%	-2%
O=C(C1CCCN(S(=O)(=O)c2ccccc2)C1)N1CCCCCC1 (stereo not given)	5%	-2%	3%
CCCN(CC(=O)Nc1ccccc1OC)C(=O)c1ccc(=O)[nH]c1	1%	2%	-4%
CC(C)=C1C2CCC1C1C(=O)N(NC(=O)COc3ccc(Cl)c(C)c3)C(=O)C21 (stereo not given)	4%	-13%	1%
O=c1/c(=C/c2ccccc2)sc2nnc(-c3cccs3)n12	3%	0%	-5%
CCOc1ccc(C(=O)/C=C/Nc2ccc(S(=O)(=O)N=C(N)N)cc2)cc1	-12%	-5%	-4%
c1ccc2oc(SCc3cn4ccsc4n3)nc2c1	1%[2.35 µM]	-6%	-4%
Cc1cccc(N(CC(=O)Nc2ccc(-c3nc4ccc(C)cc4s3)cc2)S(C)(=O)=O)c1	16%	7%	-2%
CC(CCc1ccccc1)NC(=O)COc1cc(F)ccc1[N+](=O)[O-] (stereo not given)	-3%	-5%	-8%
C=CCn1c(N)c(C(=O)NCC2CCCO2)sc1=S (stereo not given)	-2%	-3%	-26%
CCNC(=O)N(C)C[C@H]1N[C@@](Cc2ccccc2)(C(=O)OC)[C@H]2C(=O)N(C)C(=O)[C@@H]12	.	3%	0%
COc1ccc(NC(=O)CSc2sc3c(O)cc(=O)[nH]c3c2C#N)c(OC)c1	-7%	32µM*	-11%
Cc1ccc(-n2nc(C)c3c(C(=O)NCCc4ccccc4)cc(C)nc32)cc1	.	-3%	-6%
Cc1ccc(C)c(C(=O)Cn2ncc(Cl)c(Cl)c2=O)c1	5%	2%	-11%

Molecules above that contain a thiophene ring, fused or not:
SMILES	N370S GC	FEN1 inhibitor	KAT2A inh
CC(=O)NS(=O)(=O)c1ccc(NC(=O)c2cc(-c3cccs3)nc3ccccc23)cc1	-10%	4%	-1%
CCOC(=O)c1c(NC(=O)c2nn(CC)cc2Br)sc2c1CCCCC2	26%	-19%	-16%
O=C(Nc1ccc(Cl)cc1)C1CCN(S(=O)(=O)c2ccc(Br)s2)CC1	.	15%	-1%
O=C(COc1ncnc2scc(-c3ccc(F)cc3)c12)NCc1ccco1	2%	-3%	-5%
O=c1/c(=C/c2ccccc2)sc2nnc(-c3cccs3)n12	3%	0%	-5%
COc1ccc(NC(=O)CSc2sc3c(O)cc(=O)[nH]c3c2C#N)c(OC)c1	-7%	32µM*	-11%

(listing goes on)
SMILES	N370S GC	FEN1 inhibitor	KAT2A inh
COc1ccccc1CCn1cnc2c3cc(C)ccc3n(C)c2c1=O	?	-3%	0%
COc1ccc(C(=NNc2ccccc2C(=O)O)c2ccc(OC)cc2)cc1	-1%	-17%	-28%
COc1ccc(OC)c(NC(=O)NNC(=O)COc2ccc(-c3ccccc3)cc2)c1	-7%	1%	3%
CCc1cc(C(=O)Nc2nnc(C3CC3)s2)sc1C	.	-4%	-5%
CCCc1cc2c(cc1NC(=O)c1ccc(C(C)(C)C)cc1)OCO2	21%	-6%	-1%
O=C(Nc1ccccc1)N1CCN(C(=O)Nc2ccccc2)CC1	6%	.	-10%
COc1cccc(CNC(=O)c2cc(-c3ccc(Cl)s3)nc3ccccc23)c1	.	6%	-5%
CCOc1ccc(CCNC(=O)Cn2ncn3nc(-c4ccc(OC)cc4)cc3c2=O)cc1OCC	4%	1%	-6%
CC1S/C(=N\N=C\c2cccc([N+](=O)[O-])c2)N(C(C)(C)C)C1=O (stereo not given)	6%	-4%	-5%
Cc1ccc(S(=O)(=O)NC(CC(=O)NC2CCCC2)c2ccco2)cc1 (stereo not given)	0%	9%	2%
Cc1ccc(OC(=O)c2ccc3c(=O)n4c(nc3c2)CCC4)cc1	-9%	-1%	0%
COc1cccc(C(=O)Oc2cc(-c3ccccc3)no2)c1	5%	-4%	1%
O[C@H](CCCN1CCN(c2ncc(F)cn2)CC1)c1ccc(F)cc1	-8%	.	-13%[0.501 µM]
O=[N+]([O-])c1ccc(-c2ccc(/C=N/Nc3nc(N4CCCC4)nc(N4CCCC4)n3)o2)cc1	-10%	13%	-6%
Cc1cc(N/N=C/c2ccc(O)c(C)c2O)nc(-c2ccccc2O)n1	-17%	10%	21%
CCCc1cc(C(=O)OCC(=O)N2CCN(c3ccc(OC)cc3)CC2)sc1C	.	-21%	-20%
COc1cccc(Nc2nc3cc(Cl)c(Cl)cc3nc2-n2nc(C)cc2C)c1	.	3%	-2%
COc1ccc(Cl)cc1Nc1nc(-c2sc(NC(=O)C(C)(C)C)nc2C)cs1	-8%	7%	-8%
Cc1ccc(C(c2nnnn2C2CCCC2)N2CCN3CCCC3C2)cc1 (stereo not given)	10%	0%	29%
Cc1ccc(N2C(=O)CC(Sc3nc(C)cc(C)n3)C2=O)cc1 (stereo not given)	-1%	13%	-9%
CCC(c1nnnn1Cc1ccc(F)cc1)N(CCCO)Cc1cc2cc3c(cc2[nH]c1=O)OCO3 (stereo not given)	6%	0%	-5%
Cc1nnc(SCc2cc(=O)[nH]c(N3CCN(Cc4ccccc4)CC3)n2)s1	1%	-7%	-4%
COc1ccc(S(=O)(=O)Nc2ccc(N3CCOCC3)nc2)cc1	-2%	9%	-5%
Cc1ccc(C)c(S(=O)(=O)N2CCN(C(=O)c3ccnn3C)CC2)c1	-8%	5%	1%
CCc1nnc(NC(=O)CSc2nnc(COc3ccc(C#N)cc3)n2-c2ccccc2)s1	14%	-3%	-1%
Cc1ccc(-c2csc(NC(=O)CCNC(=O)c3ccco3)n2)cc1	8%	2%	-1%

One compound at a time, as listed above. Order of screens: N370S GC	FEN1 inhibitor	KAT2A inh
CCc1nnc(NC(=O)CSc2nnc(COc3ccc(C#N)cc3)n2-c2ccccc2)s1 across the screens: 14%	-3%	-1%
O=[N+]([O-])c1ccc(-c2ccc(/C=N/Nc3nc(N4CCCC4)nc(N4CCCC4)n3)o2)cc1 across the screens: -10%	13%	-6%
Cc1ccc(S(=O)(=O)NC(CC(=O)NC2CCCC2)c2ccco2)cc1 (stereo not given) across the screens: 0%	9%	2%
CCC(c1nnnn1Cc1ccc(F)cc1)N(CCCO)Cc1cc2cc3c(cc2[nH]c1=O)OCO3 (stereo not given) across the screens: 6%	0%	-5%

High-throughput results (PubChem)

Some of the compounds tested, so the mix of outcomes need not match the whole.
